Bioassay records: PubChem BioAssay, NMMLSC
Bcl-B Bim block: inhibitors of Bim-Bcl-B interaction, human | Q9HD36 | bead-based flow cytometry, Bim peptide-Bcl-B binding | inhibition, % at 10 µM | 190,000 tested, 0.073% active | AID 951;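 also: 0% = tracer peptide without compound and 100% = reference inhibitor peptide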
GSH fluor: compound fluoresces at 488/530 nm on GSH beads | GSH beads flow cytometry, compound fluorescence 488/530 nm; stronger effect = higher value | fluorescence (KMESF) at 10 µM | 190,000 tested, 0.25% active; in the data active = fluorescence above about 89;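 also: glutathione beads carrying GST-tagged Bcl family fusion proteins plus one bare bead set; values are compound well signal with DMSO vehicle wells as background; inactives centre near 16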
Bcl-W Bim block: inhibitors of Bim-Bcl-W interaction, human; Q92843; bead-based flow cytometry, Bim peptide-Bcl-W binding; inhibition, % at 10 µM; 190,000 tested, 0.02% active; AID 952;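 also: 0% = bound tracer without compound and 100% = peptide blocker; higher means less fluorescent Bim peptide bound to Bcl-W beads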
Target sequence (Q92843 whole entry, looked up): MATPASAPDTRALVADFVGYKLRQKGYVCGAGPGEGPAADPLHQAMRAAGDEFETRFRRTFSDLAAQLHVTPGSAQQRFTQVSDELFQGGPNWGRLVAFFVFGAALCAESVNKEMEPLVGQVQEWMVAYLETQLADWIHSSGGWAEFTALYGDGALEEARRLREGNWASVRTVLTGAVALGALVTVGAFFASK
Bim-Bcl-XL: inhibitors of Bim-Bcl-XL interaction, human. Bim peptide-Bcl-XL binding, bead flow cytometry, fluorescence. AID 1007. 190,000 tested, 0.04% active. Q07817. inhibition, % at 10 µM
Target sequence (Q07817 whole entry, looked up): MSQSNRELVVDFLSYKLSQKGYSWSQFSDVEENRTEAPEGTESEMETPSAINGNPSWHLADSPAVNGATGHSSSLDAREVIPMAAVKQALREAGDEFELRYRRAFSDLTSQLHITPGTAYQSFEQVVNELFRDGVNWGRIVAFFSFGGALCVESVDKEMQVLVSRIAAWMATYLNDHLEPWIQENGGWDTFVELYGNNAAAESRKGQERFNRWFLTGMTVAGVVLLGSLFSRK
Bim-Bfl-1: disrupts Bim binding to human Bfl-1; Q16548; AID 1008; Bead-based flow cytometry, Bim-Bfl-1 binding inhibition; 190,000 tested, 0.12% active; inhibition, % at 10 µM;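 also: 0% = wells without compound plus tracer and 100% = blocker peptide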
Avidin fluor: compound fluoresces at 488/530 nm on avidin beads; compound fluorescence 488/530 nm, flow cytometry; stronger effect = higher value; fluorescence (KMESF) at 10 µM; 220,000 tested, 0.38% active; AID 1775; in the data active = fluorescence above about 47; also: inactives centre near 10
ABCG2 block: blocks JC-1 efflux by human ABCG2 transporter | inhibition, % at 6.6 µM | AID 1325 | Q9UNQ0 | 190,000 tested, 0.1% active | IgMXP3 cells, flow cytometry;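 active = inhibition above 80%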;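 also: 0% = DMSO and 100% = nicardipine control wells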
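Measure – % inhibition of efflux relative to nicardipine and DMSO · Test system – ABCG2 IgMXP3 and barcoded ABCB1 CCRF-Adr cell mix · Control set – nicardipine as high control, DMSO as low control · Compound – one concentration, 6.6 µM final · Signal – flow cytometry of retained JC-1 fluorescence · Timing – 10 min exposure at 25 °C with rotation, no wash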
ABCB1 inh: human ABCB1 inhibition, ABCG2 as counter-screen; P08183; CCRF-Adr cells, JC-1 efflux, flow cytometry; inhibition, % at 6.6 µM; 190,000 tested, 0.067% active; AID 1326; in the data active = inhibition above about 40%;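 also: 0% = vehicle and 100% = reference inhibitor; higher value means more JC-1 retained so stronger ABCB1 efflux block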
RGS4-Gao reg: modulates binding of RGS4 to human Galphao | 220,000 tested, 0.33% active | AID 1415 | binding response (% of control), % at 10 µM | P09471 | Multiplexed bead flow cytometry; actives lie on both sides; in the data active = binding response below about 49% or above about 150%; inactive = in between;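 also: fluorescent Galphao activated with aluminum fluoride binding bead-coupled RGS4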
Target sequence (P09471 whole entry, looked up): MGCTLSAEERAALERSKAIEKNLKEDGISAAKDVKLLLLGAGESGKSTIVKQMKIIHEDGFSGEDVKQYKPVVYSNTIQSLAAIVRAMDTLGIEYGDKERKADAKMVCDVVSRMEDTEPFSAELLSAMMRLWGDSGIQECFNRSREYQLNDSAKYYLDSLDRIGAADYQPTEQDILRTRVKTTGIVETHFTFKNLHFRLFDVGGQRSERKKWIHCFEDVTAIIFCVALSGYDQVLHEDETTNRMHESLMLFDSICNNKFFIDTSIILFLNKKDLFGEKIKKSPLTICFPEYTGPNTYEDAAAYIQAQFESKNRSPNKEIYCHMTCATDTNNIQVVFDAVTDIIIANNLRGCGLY
Bcl-2 Bim block: inhibitors of Bim-Bcl-2 interaction, human | P10415 | Bead-based flow cytometry, Bim peptide-Bcl-2 binding | inhibition, % at 10 µM | 190,000 tested, 0.06% active; in the data active = inhibition above about 40%; inconclusive = no clear call, values can overlap the other calls;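 also: 0% = no compound wells with probe peptide and 100% = reference peptide inhibitor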
Target sequence (P10415 whole entry, looked up): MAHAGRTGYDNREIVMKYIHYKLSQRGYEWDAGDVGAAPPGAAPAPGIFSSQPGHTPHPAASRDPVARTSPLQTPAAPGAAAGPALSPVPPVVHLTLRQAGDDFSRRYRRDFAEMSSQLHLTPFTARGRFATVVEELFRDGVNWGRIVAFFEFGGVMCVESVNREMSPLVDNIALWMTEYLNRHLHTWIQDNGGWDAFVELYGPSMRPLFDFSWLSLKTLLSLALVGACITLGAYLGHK
RGS7-Gao: human RGS7-Galphao interaction regulation; 220,000 tested, 0.35% active; binding response (% of control), % at 10 µM; Multiplexed bead flow cytometry, RGS7-Galphao binding; actives lie on both sides; in the data active = binding response below about 49% or above about 150%; inconclusive = no clear call, values can overlap the other calls; inactive = in between;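 also: fluorescent Galphao held in activated GDP-AlF4 state binding bead-coupled RGS7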
* hit, by the source's call; ? = inconclusive; / = no result given. Rule as the data show it, unless noted: active = inhibition above about 40%.

item	Structure	Bcl-2 Bim block	ABCG2 block	GSH fluor	Bim-Bcl-XL	ABCB1 inh	RGS4-Gao reg	Avidin fluor	Bcl-B Bim block	RGS7-Gao	Bcl-W Bim block	Bim-Bfl-1
1	CC(NC(=O)Nc1nnc(C(F)(F)F)s1)(C(F)(F)F)C(F)(F)F	-2	1	6	-5	0.5	102	6	-4	100	5	-4
2	CCN(CC(=O)Nc1ccc(N2CCOCC2)cc1)C(=O)c1ccc(C#N)cc1	-6	5	24	-4	0.8	99	11	-2	96	0	-4
3	Cc1cc(NC(=S)NC(=O)CC(C)C)ccc1Br	-8	3	13	-4	0.3	99	9	-9	98	0	-11
4	CC(=O)CCc1c[nH]c2c(C(=O)O)cccc12	-6	12	35	-7	-0.3	103	15	-5	102	1	-17
5	COc1ccc(NC(=O)CN2CCN(S(=O)(=O)c3ccc(C(C)C)cc3)CC2)cc1OC	-13	1	12	-4	0.3	99	9	-11	96	-3	-16
6	CCN1CCN(C(=O)c2ccc(CSc3ccc(C)cc3)cc2)CC1	-5	1	4	-6	0.6	112	5	-4	110	-4	-3
7	CC1=NC(C)(C)Cc2cc(C)c(C)cc21	-6	2	24	-2	0.3	112	25	-3	130	-3	-7
8	CC(C)CCOC(=O)/C(=C/c1ccco1)NC(=O)/C=C/c1ccccc1	0	7	11	1	1.6	103	37	0	103	0	0

Continuation:
item	Structure	Bcl-2 Bim block	ABCG2 block	GSH fluor	Bim-Bcl-XL	ABCB1 inh	RGS4-Gao reg	Avidin fluor	Bcl-B Bim block	RGS7-Gao	Bcl-W Bim block	Bim-Bfl-1
9	Cc1ccc(NC(=O)CCCCCN2C(=O)c3ccccc3C2=O)nc1	-11	5	21	-14	0.9	100	12	-14	99	-9	-18
10	C=CCc1ccccc1OCC(=O)N/N=C/c1ccc(OC(C)=O)cc1OC(C)=O	-6	5	18	-16	0.1	100	4	-9	100	-11	-3
11	CCn1c2ccccc2c2cc(NC(=O)COc3ccccc3)ccc21	-6	2	12	-2	-1.7	97	10	-6	97	-2	-3
12	CCOc1ccc(S(=O)(=O)Nc2nc3cc(OC)ccc3s2)cc1	-15	-1	58	0	0.0	92	7	-39	103	2	-12
13	Cc1cccc(NC(=S)NCc2ccc(F)cc2)c1	-3	4	20	-4	/	94	3	-7	98	-3	0
14	COC(=O)CCC(=O)NNC(=O)c1ccc(Br)cc1	2	6	17	-2	1.3	97	16	1	99	-1	0
15	CNC(=O)C1=C(C)NC(=S)NC1c1cccs1 (stereo unspecified)	-1	-1	14	0	-0.6	104	8	0	?	-3	5
16	Cn1c(NC(=O)CCC2CCCCC2)cc(=O)n(C)c1=O	-9	5	19	-1	0.3	100	6	-7	97	0	-7

Next results follow:
item	Structure	Bcl-2 Bim block	ABCG2 block	GSH fluor	Bim-Bcl-XL	ABCB1 inh	RGS4-Gao reg	Avidin fluor	Bcl-B Bim block	RGS7-Gao	Bcl-W Bim block	Bim-Bfl-1
17	Cc1noc(C)c1CSc1ncnc2sc3c(c12)CCC3	-2	5	15	-7	1.1	105	7	-8	104	-6	-5
18	O=[N+]([O-])c1cc(S(=O)(=O)N2CCCCC2)ccc1NCCCN1CCOCC1	2	3	15	5	1.0	100	24	4	98	1	-1
19	COc1ccc(C(=O)Nc2nncs2)c(OC)c1	-7	4	11	0	0.5	98	8	-3	102	2	-10
20	COCCn1c(SCC(=O)Nc2cccc(OC)c2)nc2c(oc3ccccc32)c1=O	7	1	21	0	0.5	104	10	-1	101	3	-2
21	CCOc1cccc(OCCOCCOc2ccccc2C(C)=O)c1	1	29	11	3	2.0	99	8	8	97	4	6
22	CC(C)(C)c1ccc(C(=O)NCc2ccccc2)cc1	2	7	9	-2	0.8	100	10	-1	100	0	-7
23	CCOC(=O)NC(=O)/C(C#N)=N\Nc1ccc(Cl)cc1	1	1	10	-1	0.2	87	13	0	83	0	3
24	Cc1cccc(OCC(=O)NC(=S)Nc2ccc(S(=O)(=O)NC3CCCCC3)cc2)c1	-9	1	32	-8	-2.4	95	9	-6	92	-1	-12

Later entries
item	Structure	Bcl-2 Bim block	ABCG2 block	GSH fluor	Bim-Bcl-XL	ABCB1 inh	RGS4-Gao reg	Avidin fluor	Bcl-B Bim block	RGS7-Gao	Bcl-W Bim block	Bim-Bfl-1
25	COCCNC(=O)/C(C#N)=C/c1cc(C(C)C)c(OC)cc1C	-1	12	25	-1	0.8	99	8	-4	100	-2	-1
26	Cc1cc(Nc2ccc3c(c2)OCCO3)c2cccc(C)c2n1	-8	3	11	-6	-0.1	94	4	-6	95	-2	-3
27	N/C(=N\OC(=O)COc1ccccc1Cl)c1ccccn1	-2	8	9	-1	0.1	100	15	-5	98	0	-1
28	COC(=O)C1(O)CC(CC(C)C)=NN1C(=O)c1ccccc1 (stereo unspecified)	-12	1	45	-15	-1.2	108	7	-7	101	-4	-13
29	CCCCCCSc1nc2c(c(=O)[nH]c(=O)n2C)n1C	-7	6	21	-1	0.6	101	9	-5	98	0	-10
30	CC(C)(C)c1cc(Cc2ccccc2)[nH]n1	-1	2	12	0	0.2	99	38	-2	97	0	-2
31	COC(=O)c1cc2sc(Cl)cc2n1CC(=O)Nc1cccc(SC)c1	-12	4	37	-5	-0.2	90	12	-10	90	-2	-11
32	CC1(C)c2ssc(=S)c2-c2ccccc2N1C(=O)c1ccco1	-12	8	29	-7	-0.4	105	11	-13	100	-3	-19

Additional structures.
item	Structure	Bcl-2 Bim block	ABCG2 block	GSH fluor	Bim-Bcl-XL	ABCB1 inh	RGS4-Gao reg	Avidin fluor	Bcl-B Bim block	RGS7-Gao	Bcl-W Bim block	Bim-Bfl-1
33	CCn1c(C)c(CCC(=O)O)c(=O)n2nc(-c3ccccc3OC)cc12	5	5	9	3	0.8	102	35	6	99	5	3
34	Cc1cc(C)c(C(=O)/C=C/c2cccs2)c(=O)[nH]1	0	6	17	0	1.4	103	10	-5	105	-1	-4
35	CCOC(=O)CC1C(=O)NCCN1C(=O)Nc1ccccc1 (stereo unspecified)	-9	6	25	2	0.7	102	12	-7	100	-1	-12
36	CC1SCC(=O)N(CC(=O)Nc2ccc3c(c2)OCCO3)C1=O (stereo unspecified)	1	1	73	0	0.1	114	12	0	111	0	0
37	CCOC(=O)C1=C(CSc2nc(CC)c(C)cc2C#N)OC(N)=C(C#N)C1c1ccc(OC)cc1 (stereo unspecified)	-3	-3	10	-4	-0.9	92	12	-16	94	-6	7
38	COC(=O)C1(S(=O)(=O)c2ccc(C)cc2)CCOCC1	2	1	5	0	0.2	98	18	1	104	1	0
39	CC(=O)C1=C(C)NC(=O)NC1/C=C/c1ccccc1 (stereo unspecified)	-4	1	12	0	1.0	99	9	-1	?	0	-3
40	Cc1cc(C)c2c(=O)[nH]n(C3CCCCCC3)c2n1	-5	1	23	0	-0.1	101	10	-1	106	0	-6

Single records, from the list above:
CCOC(=O)CC1C(=O)NCCN1C(=O)Nc1ccccc1 (stereo unspecified) is listed as Bcl-2 Bim block = -9; ABCG2 block = 6; GSH fluor = 25; Bim-Bcl-XL = 2; ABCB1 inh = 0.7; RGS4-Gao reg = 102; Avidin fluor = 12; Bcl-B Bim block = -7; RGS7-Gao = 100; Bcl-W Bim block = -1; Bim-Bfl-1 = -12
Cc1cc(C)c(C(=O)/C=C/c2cccs2)c(=O)[nH]1 is listed as Bcl-2 Bim block = 0; ABCG2 block = 6; GSH fluor = 17; Bim-Bcl-XL = 0; ABCB1 inh = 1.4; RGS4-Gao reg = 103; Avidin fluor = 10; Bcl-B Bim block = -5; RGS7-Gao = 105; Bcl-W Bim block = -1; Bim-Bfl-1 = -4

Further records follow:
item	Structure	Bcl-2 Bim block	ABCG2 block	GSH fluor	Bim-Bcl-XL	ABCB1 inh	RGS4-Gao reg	Avidin fluor	Bcl-B Bim block	RGS7-Gao	Bcl-W Bim block	Bim-Bfl-1
41	O=C(Nc1cc(S(=O)(=O)N2CCOCC2)ccc1N1CCOCC1)c1cnccn1	0	0	11	-4	-0.1	98	4	-1	103	-1	1
42	Cn1c(=O)oc2cc(C(=O)c3ccccc3)ccc21	10	5	28	11	0.0	115	2	2	99	1	9
43	CCN1CCN(c2cc(C)c3cc(NC(=S)N4CC(C)CC(C)C4)ccc3n2)CC1 (stereo unspecified)	-3	0	19	-1	0.2	98	9	-7	?	-3	17
44	COc1ccc(C(=O)Nc2c(C)csc2C(=O)O)cc1	-3	2	13	1	0.8	91	10	0	94	0	-3
45	COC(=O)c1cc(C)sc1NC(=S)N1CCN(CCc2ccccc2)CC1	0	6	20	-2	0.3	93	9	-7	?	-1	1
46	O=C(Nc1nnc(C(F)(F)F)s1)c1cccnc1	-12	41	27	-9	0.7	104	36	-12	104	-6	-25
47	COc1cc(SC)ccc1C(=O)NCCCOC(C)C	-13	7	40	-4	-0.2	91	12	-10	89	-1	-12
48	CCOc1ccc2c(c1)N(C(=O)CN1C(=O)CCC1=O)C(C)(C)C=C2C	14	12	31	10	1.1	98	7	12	99	3	21

Further compounds.
item	Structure	Bcl-2 Bim block	ABCG2 block	GSH fluor	Bim-Bcl-XL	ABCB1 inh	RGS4-Gao reg	Avidin fluor	Bcl-B Bim block	RGS7-Gao	Bcl-W Bim block	Bim-Bfl-1
49	CC(C)CN(C(=O)c1cc2ccccc2o1)c1c(N)n(CC(C)C)c(=O)[nH]c1=O	0	9	11	-7	0.4	98	24	-7	101	-4	0
50	C/C=C/c1c(F)c(F)c(Oc2ccc(C(=O)O)cc2)c(F)c1F	-3	1	11	0	0.4	102	20	0	97	-1	0
51	O=C(CC1C(=O)NCCN1Cc1cccc(Oc2ccccc2)c1)NCC1CCOCC1 (stereo unspecified)	-4	1	22	0	0.4	99	11	-4	101	-1	-3
52	CCOC(=O)c1c(NC(=O)CN2CCCCC2)sc2c1CCC(C=O)=C2Cl	1	27	29	-7	0.7	110	29	-2	113	-1	-3

Gathered by group, those above containing two or more sulfur atoms
item	Structure	Bcl-2 Bim block	ABCG2 block	GSH fluor	Bim-Bcl-XL	ABCB1 inh	RGS4-Gao reg	Avidin fluor	Bcl-B Bim block	RGS7-Gao	Bcl-W Bim block	Bim-Bfl-1
12	CCOc1ccc(S(=O)(=O)Nc2nc3cc(OC)ccc3s2)cc1	-15	-1	58	0	0.0	92	7	-39	103	2	-12
15	CNC(=O)C1=C(C)NC(=S)NC1c1cccs1 (stereo unspecified)	-1	-1	14	0	-0.6	104	8	0	?	-3	5
17	Cc1noc(C)c1CSc1ncnc2sc3c(c12)CCC3	-2	5	15	-7	1.1	105	7	-8	104	-6	-5
24	Cc1cccc(OCC(=O)NC(=S)Nc2ccc(S(=O)(=O)NC3CCCCC3)cc2)c1	-9	1	32	-8	-2.4	95	9	-6	92	-1	-12
31	COC(=O)c1cc2sc(Cl)cc2n1CC(=O)Nc1cccc(SC)c1	-12	4	37	-5	-0.2	90	12	-10	90	-2	-11
32	CC1(C)c2ssc(=S)c2-c2ccccc2N1C(=O)c1ccco1	-12	8	29	-7	-0.4	105	11	-13	100	-3	-19
45	COC(=O)c1cc(C)sc1NC(=S)N1CCN(CCc2ccccc2)CC1	0	6	20	-2	0.3	93	9	-7	?	-1	1
